AmpC inh det: Promiscuous and Specific Inhibitors of AmpC Beta-Lactamase (assay with detergent) | purified AmpC, nitrocefin hydrolysis with detergent | Potency, µM (top dose mostly 28.7 µM), for inactives: at the top dose activity change, negative = inhibition | P00811 | AID 584, 2007 | 0.09% of 71,000 active; active = well fitted curve in the direction sought with a large enough effect
Target sequence (P00811 whole entry, looked up): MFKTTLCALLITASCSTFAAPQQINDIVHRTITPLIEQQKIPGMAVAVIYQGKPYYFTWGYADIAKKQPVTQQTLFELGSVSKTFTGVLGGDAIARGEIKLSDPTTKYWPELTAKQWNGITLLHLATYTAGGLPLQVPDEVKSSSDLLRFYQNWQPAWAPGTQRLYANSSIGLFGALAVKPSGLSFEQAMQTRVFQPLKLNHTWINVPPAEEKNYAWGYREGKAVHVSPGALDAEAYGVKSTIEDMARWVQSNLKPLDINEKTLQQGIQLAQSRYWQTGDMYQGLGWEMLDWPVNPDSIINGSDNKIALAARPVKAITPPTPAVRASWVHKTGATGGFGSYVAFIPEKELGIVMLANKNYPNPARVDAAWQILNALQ
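E. coli AmpC (5.3 nM) in 20 mM phosphate pH 7.0 with 0.01% Triton X-100, preincubated 15 min RT with compound; nitrocefin (2 uL of 800 uM stock) hydrolysis followed by 480 nm absorbance every 20 s over 4 min.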
Starred values were filed as active, the others as inactive; [ ] = another dose, or the depositor's remark. % is scaled to controls: 0 for no effect and ±100 for the full control effect; potency is read from the fitted curve at half-maximal effect. Some of the compounds tested; rates above refer to the full screens.

The opening 16 records as a preview:
For NC(=O)c1oc2ccccc2c1NC(=O)c1ccco1 the results were AmpC inh det 10.1%.
Screening CC1CCC/C(=C\Nc2ccc(O)cc2)C1=O (configuration not stated) returned AmpC inh det 0.2%.
`COc1cccc(-c2nc(CS(=O)(=O)CC(=O)NCCC(C)C)c(C)o2)c1` gave AmpC inh det 3.9%.
Cc1ccc(S(=O)(=O)N2CCN(C(=O)CC3CCCC3)CC2)cc1 was read as AmpC inh det -1.8%.
COCCNC(=O)C(c1ccccc1)N(CCOC)C(=O)Cn1nnc2ccccc21 (configuration not stated) was read as AmpC inh det -3.4%.
Screening O=C(CSc1nnnn1-c1ccc(F)cc1)NC1CCCCC1 returned AmpC inh det 7.2%.
`COc1ccc(C2C(C(=O)Nc3cccc(C)n3)c3ccccc3C(=O)N2C)cc1` (configuration not stated) gave AmpC inh det -0.3%.
`CN[C@@H](C)[C@@H](O)c1ccccc1` gave AmpC inh det -1.3%.
For COc1ccc(-c2nc(CSCC(=O)NCC3CCCO3)c(C)o2)cc1OC (configuration not stated) the results were AmpC inh det -2.2%.
CC(C)OCCCNC(=O)c1ccc2c(c1)ncn2C1CCCC1 was read as AmpC inh det 1.0%.
Cc1nc2ncnn2c(C)c1CCC(=O)NC(C)CCc1ccco1 (configuration not stated) was read as AmpC inh det 1.5%.
`CCCn1c(SCC(=O)NCCc2ccccc2)nnc1-c1ccccn1` gave AmpC inh det 4.8%.
Screening O=C(NCCO)C1CCN(S(=O)(=O)c2ccc(F)cc2)CC1 returned AmpC inh det -5.6%.
O=C(N1CCCCCC1)N1CCN(C(=O)N2CCOCC2)CC1 was read as AmpC inh det -0.6%.
Screening O=C1OC(NC(=O)c2ccccc2)C(n2cc(CO)nn2)=C1Cl (configuration not stated) returned AmpC inh det -3.9%.
`Cc1ccc(Cn2c(SCC(C)C)nc3c2c(=O)n(C)c(=O)n3C)cc1` gave AmpC inh det 7.7%.

Results, from the first entry:
For NC(=O)c1oc2ccccc2c1NC(=O)c1ccco1 the results were AmpC inh det 10.1%.
Screening CC1CCC/C(=C\Nc2ccc(O)cc2)C1=O (configuration not stated) returned AmpC inh det 0.2%.
`COc1cccc(-c2nc(CS(=O)(=O)CC(=O)NCCC(C)C)c(C)o2)c1` gave AmpC inh det 3.9%.
Cc1ccc(S(=O)(=O)N2CCN(C(=O)CC3CCCC3)CC2)cc1 was read as AmpC inh det -1.8%.
COCCNC(=O)C(c1ccccc1)N(CCOC)C(=O)Cn1nnc2ccccc21 (configuration not stated) was read as AmpC inh det -3.4%.
Screening O=C(CSc1nnnn1-c1ccc(F)cc1)NC1CCCCC1 returned AmpC inh det 7.2%.
`COc1ccc(C2C(C(=O)Nc3cccc(C)n3)c3ccccc3C(=O)N2C)cc1` (configuration not stated) gave AmpC inh det -0.3%.
`CN[C@@H](C)[C@@H](O)c1ccccc1` gave AmpC inh det -1.3%.
For COc1ccc(-c2nc(CSCC(=O)NCC3CCCO3)c(C)o2)cc1OC (configuration not stated) the results were AmpC inh det -2.2%.
CC(C)OCCCNC(=O)c1ccc2c(c1)ncn2C1CCCC1 was read as AmpC inh det 1.0%.
Cc1nc2ncnn2c(C)c1CCC(=O)NC(C)CCc1ccco1 (configuration not stated) was read as AmpC inh det 1.5%.
`CCCn1c(SCC(=O)NCCc2ccccc2)nnc1-c1ccccn1` gave AmpC inh det 4.8%.
Screening O=C(NCCO)C1CCN(S(=O)(=O)c2ccc(F)cc2)CC1 returned AmpC inh det -5.6%.
O=C(N1CCCCCC1)N1CCN(C(=O)N2CCOCC2)CC1 was read as AmpC inh det -0.6%.
Screening O=C1OC(NC(=O)c2ccccc2)C(n2cc(CO)nn2)=C1Cl (configuration not stated) returned AmpC inh det -3.9%.
`Cc1ccc(Cn2c(SCC(C)C)nc3c2c(=O)n(C)c(=O)n3C)cc1` gave AmpC inh det 7.7%.
CCCCS(=O)(=O)NC1=NCN(Cc2ccco2)CN1 was read as AmpC inh det -0.3%.
Screening CCN(CC)CCOC(=O)c1ccc(NC(=O)CCNC(=O)Cn2ccc3ccccc3c2=O)cc1 returned AmpC inh det 7.9%.
`Cc1[nH]nc2c1C(=O)CC(C)(C)C2` gave AmpC inh det -3.7%.
Screening CCOC(=O)c1c(C)c(C(=O)NCCN2CCOCC2)c(C)n1C returned AmpC inh det -3.7%.
For COC(=O)c1ccc(COc2ncnc3c(Cl)cc(Cl)cc23)o1 the results were AmpC inh det 2.8%.
Cc1cc(C)n(C(CC(=O)N2CCc3ccccc3C2)C(=O)O)n1 (configuration not stated) was read as AmpC inh det 4.7%.
COC(=O)c1cc(CSc2nc3ccc(C)cc3[nH]2)oc1C was read as AmpC inh det -9.3%.
`CC(=O)N1C(=O)c2cccc3cccc(c23)C(=O)N1C(C)=O` gave AmpC inh det -2.0%.
O=C(Nc1ccccc1)N1CC=C(c2ccccc2)CC1 was read as AmpC inh det -9.3%.
Screening COc1ccc(OC(C)C(=O)N2CCN(c3ccccn3)CC2)cc1 (configuration not stated) returned AmpC inh det -2.8%.
`O=C(Nc1cccc(F)c1)N1CCCC2(CCN(C(=O)c3ccco3)CC2)C1` gave AmpC inh det -0.8%.
`Cc1cccc(Cn2c(=O)n(Cc3ccco3)c(=O)c3ccccc32)c1` gave AmpC inh det 14.1%.
Cc1nc2ccc(Nc3nc4cc(S(=O)(=O)N5CCOCC5)ccc4o3)cc2s1 was read as AmpC inh det -3.1%.
For O=C(CSc1nc2ccccc2c(=O)n1Cc1ccco1)c1ccc(F)cc1 the results were AmpC inh det -2.6%.
c1ccc(-c2cn3cccnc3n2)cc1 was read as AmpC inh det -0.7%.
`O=C(Nc1ccccc1C(F)(F)F)C1CC(=O)N(c2ccccc2F)C1` (configuration not stated) gave AmpC inh det -4.6%.
Screening Cc1cc(Cl)ccc1OC(C)C(=O)O (configuration not stated) returned AmpC inh det -6.7%.
For Cc1nn(C)c(C)c1S(=O)(=O)N1CCC(C(=O)Nc2ccc3c(c2)OCCO3)CC1 the results were AmpC inh det 2.9%.
`COc1ccc2[nH]c(=O)c(CN(CCN3CCCC3)C(=O)Nc3ccccc3Cl)cc2c1` gave AmpC inh det 1.4%.
c1cnc(Oc2ccc(-c3nnco3)cc2)cn1 was read as AmpC inh det -2.5%.
CCOc1cc(S(=O)(=O)N2CCN(Cc3ccccc3)CC2)ccc1Br was read as AmpC inh det -7.7%.
CC(=O)Nc1ccc(S(=O)(=O)Nc2nc(C)cc(-n3nc(C)cc3C)n2)cc1 was read as AmpC inh det -2.7%.
Screening Cc1ccc(N2CC(C(N)=O)CC2=O)cc1 (configuration not stated) returned AmpC inh det -2.7%.
CN1CCN(S(=O)(=O)c2cccc(S(=O)(=O)c3ccc(Cl)c(Cl)c3)c2)CC1 was read as AmpC inh det -0.5%.
`COC(=O)c1ccc(OCC(=O)Nc2nn(-c3ccccc3)nc2C(N)=O)cc1` gave AmpC inh det -4.2%.
CCOC(=O)Cc1csc(NC(=O)CSc2nc3cccnc3n2CC)n1 was read as AmpC inh det -5.3%.
Screening COc1ccc(C(CC(=O)O)NS(=O)(=O)c2ccc(C)cc2)cc1OC (configuration not stated) returned AmpC inh det -3.3%.
Screening O=C(O)CCc1nc(-c2ccccc2-n2cccc2)no1 returned AmpC inh det -3.5%[5.75 µM].
Screening O=S(=O)(Nc1ccccn1)c1ccc(Oc2ccccc2)cc1 returned AmpC inh det 10.3%.
Screening Cc1ccccc1C(=O)N(C)Cc1ccccc1 returned AmpC inh det -4.3%.
`S=C(c1ccc(N2CCOCC2)cc1)N1CCOCC1` gave AmpC inh det -6.8%.
`CC(=O)Nc1cccc(NS(=O)(=O)Cc2ccc(Cl)cc2)c1` gave AmpC inh det -4.1%.
`COCCSc1ccccc1C(=O)Nc1nccs1` gave AmpC inh det -5.2%.
Screening CCOC(=O)C(NC(C)=O)(Nc1ccc(S(=O)(=O)Nc2onc(C)c2C)cc1)C(F)(F)F (configuration not stated) returned AmpC inh det -1.3%.
COc1ccc(-c2noc(CN(C(=O)C(C)(C)C)C(C)C)n2)cc1 was read as AmpC inh det -4.4%.
For COCC(C)n1c(C)cc(C(=O)COC(=O)c2oc3ccccc3c2C)c1C (configuration not stated) the results were AmpC inh det -0.7%.
For CC(C)[C@H](NC(=O)CCn1nnc2ccccc2c1=O)C(=O)O the results were AmpC inh det 1.4%.
For Cc1ccsc1C1C=C(c2cccc(Br)c2)Nc2ncnn21 (configuration not stated) the results were AmpC inh det -5.1%.
For COc1ccc(C)cc1NC(=O)NC1CCN(Cc2ccccc2)CC1 the results were AmpC inh det -2.8%.
CC1=CC(C)(C)N(C(=O)CSc2nnc(-c3ccccc3)o2)c2ccc(C)cc21 was read as AmpC inh det 1.1%.
For Cc1cc(C)c(C#N)c(Oc2ccc(O)cc2)n1 the results were AmpC inh det 14.7%.
Screening COc1cc(NC(=O)c2c(-c3ccccc3Cl)noc2C)c2ncccc2c1 returned AmpC inh det 3.4%.
Screening O=C(CNS(=O)(=O)c1ccc(Br)s1)NCc1ccc2c(c1)OCO2 returned AmpC inh det 6.5%.
Screening COc1cc(NC(=O)Cc2ccccc2OC)cc(OC)c1 returned AmpC inh det -4.1%.
Cc1oc(-c2cc(Cl)ccc2Cl)cc1-c1nn2c(C)nnc2s1 was read as AmpC inh det 17.1%.
`COCc1nnc(NC(=O)CCCOc2ccccc2)s1` gave AmpC inh det -1.0%.
CCOC(=O)Nc1ccc(S(=O)(=O)NCCCN2CCOCC2)cc1 was read as AmpC inh det -0.1%.
O=C(O)c1ccc(NC(=O)C2(c3ccccc3)CCOCC2)cc1 was read as AmpC inh det -7.4%.
Screening CCOC(=O)C1=C(C)N=c2s/c(=C/c3ccco3)c(=O)n2C1c1cccc(OC)c1 (configuration not stated) returned AmpC inh det 5.7%.
Screening CC1(C)Cc2ccccc2-c2nc(CN3CCOCC3)[nH]c(=O)c21 returned AmpC inh det 0.3%.
For CC(C)CC(c1nnnn1C(C)C)N1CCN(c2cccc(Cl)c2)CC1 (configuration not stated) the results were AmpC inh det 1.1%.
For CCn1cc(CN(C)C(=O)CSc2nc(-c3ccco3)cc(C(F)(F)F)n2)c(C)n1 the results were AmpC inh det -2.9%.
`CCOC(=O)C1CCN(S(=O)(=O)c2ccc(OCC(=O)OC)cc2)CC1` gave AmpC inh det -4.8%.
Screening CCn1c(C(O)c2ccc(C)cc2)nc2ccccc21 (configuration not stated) returned AmpC inh det 2.4%.
Screening O=C(CSc1nnc(Cn2cnc3ccccc32)o1)c1ccccc1 returned AmpC inh det 6.4%.
`Cc1ccc(O)cc1` (tested in a mixture with another compound) gave AmpC inh det -0.5%[5.75 µM].
`COCc1nnc(NC(=O)c2ccc(S(=O)(=O)N(C)c3ccccc3)cc2)o1` gave AmpC inh det 4.4%.
For Cc1nc2ccccc2c(=O)n1-n1cnnc1 the results were AmpC inh det 9.0%.
Cc1csc(NC(=O)CSCC(=O)Nc2ccccc2)n1 was read as AmpC inh det -1.4%.
For CCOC(=O)Cn1nnnc1CN(Cc1ccc(OC)cc1)Cc1cc2cc(C)cc(C)c2[nH]c1=O the results were AmpC inh det -1.3%.
Screening CN(C)c1ncc2nc(-c3ccc(Cl)cc3)c(=O)n(C)c2n1 returned AmpC inh det 1.8%.
For CCOC(=O)c1sc(=S)n(-c2ccc3c(c2)OCO3)c1N the results were AmpC inh det 13.8%.
CC(=O)c1ccc(NC2OC(C)C(O)C(O)C2O)cc1 (configuration not stated) was read as AmpC inh det -3.6%.
For O=C(CNC(=O)c1ccco1)NCCCc1ccccc1 the results were AmpC inh det -1.6%.

Reprinted at random: 2 records from the list
`COC(=O)c1ccc(OCC(=O)Nc2nn(-c3ccccc3)nc2C(N)=O)cc1` gave AmpC inh det -4.2%.
Screening O=S(=O)(Nc1ccccn1)c1ccc(Oc2ccccc2)cc1 returned AmpC inh det 10.3%.

The results go on:
Screening CCOc1ccc(NS(=O)(=O)c2ccc3[nH]cc(C(=O)NC(C)CC)c(=O)c3c2)cc1 (configuration not stated) returned AmpC inh det 3.9%.
CN1CCN(c2ncc3nc(-c4ccc(F)cc4)c(=O)n(C4CC4)c3n2)CC1 was read as AmpC inh det -2.0%.
CCOC(=O)N1CCN(S(=O)(=O)c2ccc3c(c2)OCC(=O)N3)CC1 was read as AmpC inh det -2.7%.
`CCN1C=C(C(=O)OC)C(c2cccc(C)c2)C(C(=O)OC)=C1` gave AmpC inh det 6.4%.
For NC1=NC(c2cccc(O)c2)n2c(nc3ccccc32)N1 (configuration not stated) the results were AmpC inh det 12.2%.
`CCOc1ccc(N(CC(=O)NC(C)(C)C)C(=O)c2ccco2)cc1` gave AmpC inh det 13.2%.
O=C(Cc1ccc(F)cc1)OCC(=O)c1cc2ccccc2o1 was read as AmpC inh det 11.5%.
Screening CC(C(=O)Nc1ccc(N2CCOCC2)cc1)N1C(=O)c2ccccc2C1=O (configuration not stated) returned AmpC inh det -2.0%.
`CN1CCN(c2oc(COc3ccc(-c4ccccc4)cc3)nc2C#N)CC1` gave AmpC inh det -2.0%.
`Cc1cc(NC(=O)CN2CCN(c3ccccc3F)CC2)nc2c1c(=O)oc1ccccc12` gave AmpC inh det 10.3%.
N=C1C=CC=C2C1=NC1(CCCCC1)N2O was read as AmpC inh det -3.9%.
Screening CCCCn1cnc2cc(NCc3cccc(OC)c3O)ccc21 returned AmpC inh det -1.9%.
For O=C(NCCc1ccc(Cl)cc1)C1CCCN(S(=O)(=O)c2cnc[nH]2)C1 (configuration not stated) the results were AmpC inh det 7.1%.
Screening COC(=O)c1ccc(Cc2ccc(C(=O)OC)o2)o1 returned AmpC inh det 0.0%.
Cc1ccc2c(c1)c1ncnc(N3CCc4ccccc4C3)c1n2C was read as AmpC inh det 11.1%.
For CCn1c(=O)cc(OCC(=O)N(C)c2ccccc2F)c2ccccc21 the results were AmpC inh det 6.6%.
For CC1=Nn2c(nc(-c3ccccc3)c2-c2ccccc2)N(CC(N)=O)C(=O)C1 the results were AmpC inh det -2.8%.
Screening C[C@H]1CCCC2(CC[N+](C)(CCC[N+](C)(C)C)CC2)C1 (some centres not stated) returned AmpC inh det -3.5%[5.75 µM].
CCCCCCn1c(=O)c(C(=O)Nc2c(C)n(C)n(-c3ccccc3)c2=O)c(O)c2ccccc21 was read as AmpC inh det 0.2%.
For O=C(Nc1cccc(C(F)(F)F)c1)C1CCN(S(=O)(=O)c2cnc[nH]2)CC1 the results were AmpC inh det -7.7%.
